High-throughput results as filed in PubChem.
LDHA block = inhibitors of human lactate dehydrogenase A; P00338; purified LDHA, NADH/diaphorase-resazurin fluorescence; active compounds read low; activity change, % (values are at about 110 or 230 µM); actives 0.15% (n = 480,000); in the data active = activity change below about -30%; inconclusive = mostly about -25% to -30%;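 note: plate controls were DMSO wells for no effect and wells without enzyme for full effect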
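Remaining NADH was detected by diaphorase (0.133 mg/mL) converting 37 µM resazurin to fluorescent resorufin, read at 0 and 20 minutes. The preceding 5-minute room-temperature reaction used 2 nM LDHA, 0.2 mM sodium pyruvate and 0.06 mM NADH at pH 7.4.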
Vif-APOBEC3G blk = blocks the Vif interaction with human APOBEC3G; Q9HC16; HeLa A3G-eYFP + Vif (tagged APOBEC3G with the HIV-1 protein that degrades it), YFP fluorescence, overnight; Potency, µM (titrated, usually from 46.1 µM), for inactives: top-dose activity, negative = active, hits mostly inhibitors; actives 0.076% (n = 410,000);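 note: potency is the fitted concentration of half-maximal effect; % is set by controls: 0 for no effect and ±100 for the full control effect; nearly all actives have a fitted effect of over 60% in size; hits raise eYFP signal because A3G escapes Vif-driven loss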
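Read-out is eYFP fluorescence (Ex 488/Em 500-530) from Vif-expressing HeLa A3G-eYFP cells; more signal means A3G escaped Vif-mediated degradation. Cells plated overnight, compound pinned in, incubated overnight at 37 deg C.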
D1 ag = agonists of human D1 dopamine receptor | activation, % at 2 µM | HEK293 T-REx D1 cells, calcium flux, agonist mode | actives 1% (n = 360,000) | P21728; in the data active = activation above about 30%; note: 0% is about no effect
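Inducible HEK293 T-REx D1 cells, force-coupled to calcium signalling, were plated at 4000 cells/well with tetracycline and held overnight at 30 C. After no-wash calcium dye loading, compound-evoked calcium rise over 180 s flagged agonists.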
D2 potentiator = positive allosteric modulators of human D2 dopamine receptor; HEK293 T-REx D2, calcium flux, EC20 dopamine potentiation; P14416; actives 0.34% (n = 340,000); potentiation, % at 10 µM;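 active = potentiation over 3 SD above the plate norm, cut at about 30% in these data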; note: 0% is about no effect
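Using a no-wash calcium dye in inducible, force-coupled HEK293 Trex cells expressing D2, we tracked fluorescence each second for 180 s after compound, then for 180 s after EC20 dopamine to detect augmented signalling.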
RXFP1 agonist = RXFP1 (human) receptor agonism; Q9HBX9; HEK293T-RXFP1 cAMP TR-FRET, 30 min; response scale: percent of porcine relaxin response, buffer zero; Potency, µM (highest dose often 57.5 µM), for inactives: at the top dose activation, actives largely listed as activators; actives 0.3% (n = 370,000); AID 2676; note: potency is the fitted concentration of half-maximal effect; % is set by controls: 0 for no effect and ±100 for the full control effect; nearly all actives have a fitted effect of over 60% in size; many of its hits are not listed in these tables
Target sequence (Q9HBX9 whole entry, looked up): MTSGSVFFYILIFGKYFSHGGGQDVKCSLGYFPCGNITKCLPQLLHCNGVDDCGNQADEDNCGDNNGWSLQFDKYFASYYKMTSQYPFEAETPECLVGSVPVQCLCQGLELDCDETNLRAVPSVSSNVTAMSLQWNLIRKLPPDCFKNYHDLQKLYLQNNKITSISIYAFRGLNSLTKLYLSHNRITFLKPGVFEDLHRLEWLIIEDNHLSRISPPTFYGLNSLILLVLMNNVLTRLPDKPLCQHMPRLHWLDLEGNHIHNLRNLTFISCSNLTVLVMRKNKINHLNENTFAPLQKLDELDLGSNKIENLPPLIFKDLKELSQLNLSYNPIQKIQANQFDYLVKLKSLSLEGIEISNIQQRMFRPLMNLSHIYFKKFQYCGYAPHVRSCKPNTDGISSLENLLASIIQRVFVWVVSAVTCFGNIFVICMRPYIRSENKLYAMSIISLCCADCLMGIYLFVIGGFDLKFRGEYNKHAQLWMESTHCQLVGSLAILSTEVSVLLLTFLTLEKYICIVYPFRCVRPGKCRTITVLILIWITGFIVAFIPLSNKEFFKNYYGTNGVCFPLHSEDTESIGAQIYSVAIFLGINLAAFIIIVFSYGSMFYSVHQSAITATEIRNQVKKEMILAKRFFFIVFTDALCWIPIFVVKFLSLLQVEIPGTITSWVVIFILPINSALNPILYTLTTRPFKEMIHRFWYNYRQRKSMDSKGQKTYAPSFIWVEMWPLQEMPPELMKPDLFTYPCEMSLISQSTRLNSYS
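Agonist response is measured as cAMP accumulation in an RXFP1-transfected HEK293T line under PDE4 inhibition. Values are scaled between buffer-only and 29 nM porcine relaxin, and EC50s come from standard Hill equation fits.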
D1 potentiator = human D1 dopamine receptor positive modulation; HEK293 TREx D1 cells, calcium flux, dopamine EC20 potentiation; potentiation, % at 10 µM; actives 0.036% (n = 360,000); in the data active = potentiation above about 30%; note: 0% is about no effect
D1 antag = human D1 dopamine receptor antagonism | activity change, negative = inhibition, % at 10 µM | HEK293 TREx D1 cells, calcium flux, dopamine EC80; active compounds read low | actives 3.2% (n = 360,000) | AID 504652; in the data active = activity change below about -30%; note: % is set by controls: 0 for no effect and ±100 for the full control effect
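Kinetic fluorescence of a calcium dye serves as the read-out. D1-expressing Hek293 Trex cells, induced overnight at 30 C, are exposed to compound for 180 s before an EC80 dopamine addition, then read 180 s further.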
GRP78 ERSR act = ER stress response induction in glioma | U87-MG GRP78 promoter luciferase reporter, 16 h | actives 0.02% (n = 420,000) | Potency, µM, for the others: top-dose activation, actives largely listed as activators; note: potency is the fitted concentration of half-maximal effect; series mostly up to about 76 µM; % of control where 0% means no effect; nearly all actives have a fitted effect of over 35% in size
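Stably transfected U87-MG glioma cells carrying a GRP78-based luciferase sensor; 16 h compound incubation. Luminescence end-point read 10 min after Bright-Glo addition at room temperature.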
Vif-APOBEC3F blk = blocks the Vif interaction with APOBEC3F. AID 602313. actives 0.2% (n = 390,000). Potency, µM (highest dose often 46.1 µM), for the others: at the highest dose activity, negative = active. HeLa A3F-eYFP + Vif (tagged APOBEC3F with the HIV-1 protein that degrades it), YFP fluorescence increase; note: potency is the fitted concentration of half-maximal effect; % of control where 0% means no effect; nearly all actives have a fitted effect of over 65% in size
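Fluorescence increase (Ex 488/Em 500-530) after overnight compound treatment at 37 deg C flags inhibition of Vif-driven A3F-eYFP loss in stable HeLa A3F-eYFP/Vif cells seeded overnight beforehand.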
Active calls of the source: *; u = inconclusive; x = no result given; & = joins results of further samples. Unless noted, calls come from the whole dose curve; as a rule, active = well fitted curve in the direction sought with a large enough effect; inconclusive = small, poorly fitted or top-dose-only effect, or another doubt; inactive = no such curve, though single readings can be large; an effect the other way counts as inactive or inconclusive.

no.	SMILES	LDHA block	Vif-APOBEC3G blk	D1 ag	D2 potentiator	RXFP1 agonist	D1 potentiator	D1 antag	GRP78 ERSR act	Vif-APOBEC3F blk
1	COc1ccc(NS(=O)(=O)c2ccc(NC(=S)NC(=O)/C=C/c3ccc(C)cc3)cc2)nn1	-8	-8%	0	1	-0.2%	-8	-3	-4%	4%
2	Cc1ccc(C(=O)N2CCc3cc4c(cc3C2C)OCCCO4)cc1 (centres undefined)	-1	-9%	3	-6	3.3%	-4	10	3%	-10%
3	O=[N+]([O-])c1ccccc1CS(=O)(=O)c1ccccc1	-7	-1%	3	0	1.1%	-7	2	1%	5%
4	COc1ccc(OC)c(NC(=O)Cn2cnc3ccc(S(=O)(=O)N4CCC(C)CC4)cc3c2=O)c1	-5	-4%	-1	-4	1.2%	1	-17	-1%	-6%
5	O=[N+]([O-])c1ccccc1/C=N/Nc1nnc(-c2ccccc2)c(-c2ccccc2)n1	-9	5%	1	x	1.1%	6	8	-5%	2%
6	Cc1ccccc1OCCOC(=O)c1cc(S(=O)(=O)N2CCOCC2)ccc1C	-11	-3%	x	x	x	x	x	-2%	3%
7	CC(C)CC(=O)NC(Nc1ccc([N+](=O)[O-])cc1)C(Cl)(Cl)Cl (centres undefined)	-2	1%	25	-6	-1.7%	-3	-40*	-5%	6%
8	Cc1cccc(OCCCC(=O)NCCc2ccccc2)c1	-4	-7%	2	-1	0.1%	-4	13	-2%	7%
9	COc1ccc(Cl)cc1NC(=O)CSC1=Nc2ccccc2C2=NC(CCC(=O)NCc3ccc(F)cc3)C(=O)N12 (centres undefined)	-2	-4%	11	-6	4.9%	2	0	-4%	1%
10	Oc1ccc(/C=N/NC(=S)N2CCOCC2)cc1	-2	-5%	3	12	-3.4%	-3	-1	u	u
11	Cc1nn2c(=O)cc(COc3ccc(/C=C(\C#N)C(=O)Nc4ccccc4)cc3Cl)nc2s1	1	2%	-1	0	2.8%	-2	-5	-1%	-8%
12	O=C(NCc1nc(-c2ccccc2)no1)c1cccs1	-3	-4%	3	5	0.2%	-2	1	2%	2%
13	COc1ccc(NC(=O)CN2C(=O)COc3ccc(S(=O)(=O)N4CCOCC4)cc32)c(OC)c1	-3	0%	-1	-3	2.8%	0	-2	-8%	-24%
14	Cc1cc(/C=N/NS(=O)(=O)c2ccc(F)c(Cl)c2)no1	-6	-2%	1	2	3.8%	-1	-2	-2%	7%
15	COc1ccc(NC(=O)C2CCN(C(=O)NC3CCCCC3)CC2)c(OC)c1	4	1%	2	0	0.7%	1	0	-3%	-2%
16	Cc1ccc(S(=O)(=O)c2nc(-c3ccccc3F)oc2NCc2ccccc2)cc1	3	2%	2	8	5.0%	-2	-6	-4%	3%
17	Cc1ccc(C(O)c2nccn2C)o1 (centres undefined)	8	3%	1	6	-2.4%	-1	-7	-3%	4%
18	O=C(CCc1nnc(CCCc2ccccc2)o1)NCCc1ccco1	-4	-3%	2	-7	0.5%	-3	5	0%	1%
19	CCOc1ccccc1NC(=O)c1nc[nH]c1C(=O)Nc1ccccc1OCC	-5	-9%	3	6	4.4%	0	12	-4%	1%
20	COC(=O)C1CCN(C(=O)COC(=O)c2ccc3[nH]c4c(c3c2)CCCC4)CC1	-1	-8%	0	9	0.2%	-2	9	-1%	-2%
21	Cc1occc1-c1nnc(SCC(=O)Nc2ccccc2)n1CCc1ccccc1	-1	2%	-1	x	2.0%	2	-14	-7%	8%
22	CC1=C(C)CC(C(=O)c2ccc(C)cc2)C(C(=O)O)C1 (centres undefined)	-4	1%	0	0	-0.1%	-8	-3	-3%	-8%
23	COc1cc(OC)cc(C(=O)N2CCN(C(=O)c3cccnc3)CC2)c1	-3	0%	3	-1	-0.2%	-3	-11	2%	-2%
24	Cc1nn(-c2ccccc2)c2c1C1(C(=O)N(C(C)C)c3ccccc31)C(C#N)=C(N)O2 (centres undefined)	25	-12%	5	-10	0.2%	-6	-4	-5%	-12%
25	O=C(CSc1nnnn1-c1ccccc1)NC(=O)Nc1ccc2c(c1)OCCO2	-13	1%	0	9	12%	6	-13	-2%	0%
26	COc1ccc(CCC(=O)NC2CC(=O)N(c3ccc(F)cc3)C2)cc1 (centres undefined)	-7	-2%	-2	3	1.2%	1	x	-3%	4%
27	COc1cccc(/C=N/NC(=O)C[n+]2ccccc2)c1O	19	2%	3	-7	0.1%	-5	3	1%	-5%
28	C#CCOCCOCCOCCNc1nc(N2CCN(C(=O)[C@H](CCC(=O)O)n3cc(C(N)Cc4ccc(O)cc4)nn3)CC2)nc(N2CCN(C(=O)[C@H](CCC(=O)O)n3cc(C(N)[C@H](C)CC)nn3)CC2)n1 (some centres undefined)	0	-1%	0	12	-1.5%	-2	-9	-2%	4%
29	COc1ccc(C(=O)Nc2ccccc2C(=O)Nc2cccnc2)cc1	-9	1%	0	x	-0.5%	-7	12	5%	7%
30	O=c1cc(-c2cccc(Br)c2)nc(-c2ccccc2F)o1	-5	2%	1	-4	-0.6%	-4	-16	-4%	3%
31	O=C(NCC1CC1)Nc1cccs1	-9	3%	3	x	0.2%	-9	-12	-3%	7%
32	Cc1ccc(C(=O)N2CCCCCC2)cc1S(=O)(=O)N1CCOCC1	-1	-5%	1	-2	-2.3%	-5	-9	-1%	1%
33	Cc1cccc(N=C2NC(=O)/C(=C/c3cccn3C)S2)c1C	-3	u	14	-10	-0.3%	-17	-18	-2%	u
34	N#Cc1nc(Cc2ccccc2)oc1N1CCC(C(N)=O)CC1	-1	1%	1	-12	2.1%	-7	-1	1%	3%
35	O=C(N/N=C/C(Cl)=C\c1ccccc1)c1cccs1	1	-19%	1	-5	-0.3%	-1	-6	4%	6%
36	Cc1ccccc1-c1nc2cc(NC(=O)COc3ccc(F)cc3)ccc2o1	14&-4	x	8	2	6.7%	-2	-5	x	x
37	CC(=O)Nc1ccc(S(=O)(=O)N2CCN(c3ccc(C)c(C)c3)CC2)cc1	5	0%	1	-6	1.4%	-4	-3	-4%	0%
38	Cc1oc(-c2ccccc2)nc1Cn1cccc1C1=NC(c2ccccc2)CO1 (centres undefined)	3	8%	9	2	0.1%	6	36	-3%	-2%
39	O=C(Cc1ccccc1F)Nc1nc(-c2ccc(F)cc2)cs1	0	u	5	0	-0.6%	-16	-7	-6%	-27%
40	COc1ccc(NC(=S)NNC(=O)Cn2nc([N+](=O)[O-])cc2C)cc1	-8	0%	1	6	-0.1%	-2	31	3%	-5%
41	COc1ccc2oc(C(=O)NCC(Cc3ccccc3)N(C)C)c(C)c2c1 (centres undefined)	0	0%	2	-26	-2.5%	10	-5	-1%	14%
42	O=C(Nc1ccc(Br)cc1)c1ccc(Br)c(S(=O)(=O)Nc2cccnc2)c1	-7	3%	1	6	0.6%	-8	0	-4%	-1%
43	CCNC(=S)NNC(=O)c1cccnc1	-7	2%	0	2	-0.8%	-1	-15	-3%	1%
44	CCCCOc1ccc(NC(=O)Cn2nnnc2-c2ccccc2F)cc1	-3	-9%	-1	-1	1.2%	3	4	-2%	-5%
45	N#CC1=C(N)Oc2n[nH]c(-c3cccs3)c2C1C1C=CCCC1 (centres undefined)	-3	-5%	4	0	0.3%	-3	9	0%	-1%

Full records as entered above:
Record of CCOc1ccccc1NC(=O)c1nc[nH]c1C(=O)Nc1ccccc1OCC → LDHA block = -5; Vif-APOBEC3G blk = -9%; D1 ag = 3; D2 potentiator = 6; RXFP1 agonist = 4.4%; D1 potentiator = 0; D1 antag = 12; GRP78 ERSR act = -4%; Vif-APOBEC3F blk = 1%
Record of COc1cccc(/C=N/NC(=O)C[n+]2ccccc2)c1O → LDHA block = 19; Vif-APOBEC3G blk = 2%; D1 ag = 3; D2 potentiator = -7; RXFP1 agonist = 0.1%; D1 potentiator = -5; D1 antag = 3; GRP78 ERSR act = 1%; Vif-APOBEC3F blk = -5%
Record of Cc1cccc(OCCCC(=O)NCCc2ccccc2)c1 → LDHA block = -4; Vif-APOBEC3G blk = -7%; D1 ag = 2; D2 potentiator = -1; RXFP1 agonist = 0.1%; D1 potentiator = -4; D1 antag = 13; GRP78 ERSR act = -2%; Vif-APOBEC3F blk = 7%

The list is partial, so the mix of outcomes need not match the whole.
